PfG6PD inh: PfG6PD (Plasmodium falciparum) enzyme inhibition. PfGluPho enzyme, NADPH resazurin-diaphorase fluorescence. inhibition, % at 20 µM. 0.78% of 350,000 active. AID 504690;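 active = inhibition reaching at least a set limit at 20 µM in the primary screen, cut at about 59% in these data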;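 also: 0% = DMSO wells with substrate and 100% = DMSO wells lacking glucose-6-phosphate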
SENP8 block-1: inhibitors of human SENP8 protease; Q96LD8; AID 602440; 0.64% of 360,000 active; inhibition, % at 20 µM; recombinant SENP8, Nedd8 substrate fluorescence; in the data active = inhibition mostly above about 40%, no sharp cut-off; inactive = mostly below about 27%
SENP6 inh: inhibitors of human SENP6 protease; inhibition, % at 10 µM; 1.8% of 330,000 active; Q9GZR1; Recombinant SENP6 catalytic domain, aminoluciferin luminescence;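 active = inhibition above about 50% at the single tested dose, limit read from the data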;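 also: plate controls were DMSO wells with enzyme for no effect and DMSO wells lacking enzyme for full effect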
SENP7 inh: blocks the human protease SENP7; Q9BQF6; recombinant SENP7, Z-RLRGG-aminoluciferin luminescence, 40 min; inhibition, % at 5 µM; 1.5% of 330,000 active; AID 434973;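 active = inhibition above about 50% at the single test dose, limit read from the data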;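 also: plate controls were DMSO with enzyme for no effect and no enzyme buffer wells for full effect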
HKDC1 inh: inhibitors of human hexokinase HKDC1 | recombinant HKDC1, G6PDH/diaphorase resazurin coupled fluorescence | Q2TB90 | inhibition, % at 20 µM | AID 493160 | 0.16% of 340,000 active;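 active = inhibition above about 35% when tested at 20 µM, limit read from the data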;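 also: plate controls were DMSO wells with enzyme for no effect and DMSO wells lacking enzyme for full effect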
Target sequence (Q2TB90 whole entry, looked up): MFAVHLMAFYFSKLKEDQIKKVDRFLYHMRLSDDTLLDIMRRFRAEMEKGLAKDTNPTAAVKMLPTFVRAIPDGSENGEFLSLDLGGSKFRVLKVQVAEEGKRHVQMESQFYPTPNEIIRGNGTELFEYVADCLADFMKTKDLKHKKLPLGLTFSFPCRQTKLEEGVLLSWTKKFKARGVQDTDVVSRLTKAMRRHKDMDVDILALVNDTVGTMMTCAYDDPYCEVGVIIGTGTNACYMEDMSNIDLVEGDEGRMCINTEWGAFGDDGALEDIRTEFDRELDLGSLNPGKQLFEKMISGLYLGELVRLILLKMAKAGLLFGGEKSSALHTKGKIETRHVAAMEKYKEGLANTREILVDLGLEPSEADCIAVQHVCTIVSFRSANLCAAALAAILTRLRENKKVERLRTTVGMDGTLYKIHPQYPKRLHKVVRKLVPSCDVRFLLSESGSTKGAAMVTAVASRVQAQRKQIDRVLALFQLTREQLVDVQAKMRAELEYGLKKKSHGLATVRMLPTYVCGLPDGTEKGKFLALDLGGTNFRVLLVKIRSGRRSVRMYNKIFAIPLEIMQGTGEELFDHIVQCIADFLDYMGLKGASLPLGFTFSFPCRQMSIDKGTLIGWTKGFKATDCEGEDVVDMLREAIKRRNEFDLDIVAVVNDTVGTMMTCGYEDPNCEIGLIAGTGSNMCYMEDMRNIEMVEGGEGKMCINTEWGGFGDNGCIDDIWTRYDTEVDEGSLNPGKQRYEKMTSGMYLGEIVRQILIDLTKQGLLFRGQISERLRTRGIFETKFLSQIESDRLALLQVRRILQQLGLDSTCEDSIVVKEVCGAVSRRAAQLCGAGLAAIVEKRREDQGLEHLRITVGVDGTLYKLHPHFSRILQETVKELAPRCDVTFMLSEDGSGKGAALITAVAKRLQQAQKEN
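Assay system – recombinant HKDC1 (HK5) hexokinase enzyme, produced in-house · Input – HKDC1 at 5 µg/mL · Reagent – glucose plus 1 mM ATP as hexokinase substrates · Timing – 90 min reaction incubation at room temperature, dark · Measured by – G6PDH/diaphorase-coupled fluorescence, 1 mM NADP, 100 µM resazurin, 525/613 nm · Benchmarks – DMSO-enzyme wells negative, buffer-substituted wells positive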
Apaf-1 inh: human Apaf-1 inhibition; O14727; reconstituted apoptosome caspase-3 activity, DEVD-Rh110 fluorescence; inhibition, % at 20 µM; 0.71% of 330,000 active; active = inhibition of at least 40% at 20 µM;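 also: plate controls were DMSO wells for no effect and DEVD-CHO caspase inhibitor wells for full effect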
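Assay system: Apoptosome proteins | Medium: pH 7.5 Hepes buffer with CHAPS, BSA, DTT | Also added: Cytochrome c and DEVD-Rh110 substrate | Times: 30 min plus 50 min, RT | Detection: Rhodamine 110 fluorescence at Ex 480/Em 540 nm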
SENP1 FRET inh: blocks the human SENP1 SUMO protease catalytic domain; inhibition, % at 10 µM; 0.21% of 360,000 active; recombinant SENP1 catalytic domain, CyPet-SUMO1-YPet FRET cleavage;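 active = inhibition at least 30% at 10 µM, raw YFP signal under a set limit, fluorescence ratio 0.5 to 1.5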;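 also: 0% = enzyme with DMSO and 100% = no enzyme wells; some results filed as inactive read as strong as hits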
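Test system: recombinant human SENP1 catalytic domain, His6-tagged / Medium: pH 8 Tris buffer with EDTA, NaCl, BME, BSA, NP40, catalase / Also added: SUMO1 FRET substrate flanked by Cypet and Ypet, 25 nM / Times: 50 min reaction at room temperature / Signal: FRET, CFP and YFP emission / Control set: no-enzyme low control and enzyme-plus-DMSO high control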
SENP8 block-2: SENP8 protease inhibition | purified SENP8, Z-RLRGG-aminoluciferin cleavage, luminescence | inhibition, % at 10 µM | 1.2% of 330,000 active | AID 2540; in the data active = inhibition above about 50%
Starred values were filed as active, the others as inactive; . = not tested or not shown.

canonical_smiles	HKDC1 inh	SENP1 FRET inh	Apaf-1 inh	SENP8 block-1	SENP8 block-2	SENP7 inh	PfG6PD inh	SENP6 inh
CCOC(=O)C1CCN(C(c2cc3ccc(C)cc3[nH]c2=O)c2nnnn2C2CCCCC2)CC1 (stereo not drawn)	-9	-56	7	-88	5	1	2	-1
CC(C)(C)NC(=O)C(c1ccc(O)cc1)N(C(=O)Cn1nnc(-c2ccc(F)cc2)n1)c1ccccc1F (stereo not drawn)	-5	4	10	10	2	-3	12	-19
O=C(CSc1nc(O)c(Cc2ccccc2)c(=O)[nH]1)Nc1ccccc1	14	0	-2	20	-8	-9	-25	-35
O=C(NCCOc1ccccc1Cl)C(=O)NCCOc1ccccc1Cl	-4	1	-10	7	6	-6	-30	-8
O=C(CN1C(=O)NC2(CCCCCC2)C1=O)N1CCN(c2ccc(F)cc2)CC1	-3	-2	-5	16	5	9	-4	7
COc1ccc2oc(-c3ccccc3)c(C(=O)O)c2c1	-1	-4	0	-313	-7	6	-18	0
Cc1ccc([N+](=O)[O-])cc1NC(=S)NC(=O)CC(C)(C)C	-6	1	5	16	-5	-12	11	-5
CN=C1SC(CC(=O)Nc2cc(Cl)ccc2Cl)C(=O)N1C (stereo not drawn)	6	-15	-8	5	-9	-4	-7	-10
Cc1nonc1NC(=O)CSc1ccc(-c2ccccc2)nn1	-7	0	-19	11	7	9	7	6
N#CCCCSc1nnc(CSc2nc3ccccc3s2)n1-c1ccccc1	7	0	22	24	-4	6	5	-7
C[C@@H](NC(=O)Cn1cnc2c(OCc3ccccc3)ncnc21)c1cccc2ccccc12	2	2	25	14	9	3	6	-11
O=C(NCc1ccc(F)cc1)C1CCC(CNS(=O)(=O)c2cccs2)CC1 (stereo not drawn)	-3	0	11	0	-11	-15	-1	-24
CCOC(=O)c1sc(NC(=O)CSc2ncn(-c3ccccc3)n2)nc1C	-2	-1	4	19	-2	0	-3	2
O=[N+]([O-])c1ccc(O)c(CNCc2ccccc2)c1	-5	-1	.	12	.	.	6	.
Cc1cc(=O)oc2cc(OCC(=O)Nc3c(C)n(C)n(-c4ccccc4)c3=O)c(Cl)cc12	-4	-2	1	-409	1	2	0	-1
O=C(Nc1cc(Sc2nc3ccccc3s2)cc([N+](=O)[O-])c1)c1cccc(F)c1F	0	1	6	18	0	8	-1	2
CSc1nnc(-c2ccccc2Cl)n1N	-7	4	-22	12	-2	-11	-4	-6
COc1ccc(C=C2NC(=S)NC2=O)cc1	-3	-20	.	-10	.	.	-1	.
C=CCN(c1ccccc1OC)S(=O)(=O)c1cccc(C(=O)NC2=NCCS2)c1	-1	0	9	9	1	9	7	-9
COc1ccc(CNC(=O)C(c2ccncc2)N(C(=O)Cc2cccs2)c2cccnc2)cc1 (stereo not drawn)	-7	3	-7	-7	0	8	-8	12
CN(C)CCCN(C(=O)c1ccc(S(=O)(=O)N2CCCc3ccccc32)cc1)c1nc2ccc(F)cc2s1	.	0	24	11	-10	-12	.	-5
Cc1cc(C)c(NC(=O)CS(=O)CC(=O)NCC2CCCO2)c(C)c1 (stereo not drawn)	-7	2	-1	27	-1	1	4	-13
CC12CCC(=O)C=C1CCC1C2C(=O)CC2(C)C1CCC2(O)C(=O)CO (stereo not drawn)	2	-2	-19	15	-1	-1	-19	7
O=C(CCn1cnc2ccccc2c1=O)Nc1cccc(Cl)c1	-2	1	4	10	1	-3	13	1
O=C(CCCC(=O)N(CC(=O)NC1CCCCC1)c1cccc(F)c1)Nc1ccccn1	-3	1	-2	18	2	4	3	14
COc1ccc(N(CC(=O)N2c3ccccc3CC2C)S(=O)(=O)c2c(C)noc2C)cc1 (stereo not drawn)	0	1	29	12	-1	-2	-4	-11
COc1cc(C2C(Oc3ccccc3C)C(=O)N2Cc2ccc(F)cc2)cc(OC)c1OC (stereo not drawn)	-1	2	18	14	-1	10	-6	0
CC1CCCCN1C(C(=O)O)c1ccccc1 (stereo not drawn)	-10	3	-9	4	3	-3	2	13
Cc1cccc(OCCCC(=O)Nc2ccc(N3CCCCC3)cc2)c1	-2	2	7	6	2	4	13	-5
O=C(Nc1nc(-c2ccccn2)cs1)c1ccc2c(c1)OCCO2	-4	1	12	-12	7	-1	9	3
C=CCn1nc(-c2ccccc2)c2c(C)onc2c1=O	-3	0	-7	3	0	8	-7	-35
S=c1[nH]c2cc(Cl)ccc2s1	-2	-1	-6	10	-6	1	6	-1

Arranged by length of the SMILES (descending): part of the list above
canonical_smiles	HKDC1 inh	SENP1 FRET inh	Apaf-1 inh	SENP8 block-1	SENP8 block-2	SENP7 inh	PfG6PD inh	SENP6 inh
O=C(CCCC(=O)N(CC(=O)NC1CCCCC1)c1cccc(F)c1)Nc1ccccn1	-3	1	-2	18	2	4	3	14
O=C(Nc1nc(-c2ccccn2)cs1)c1ccc2c(c1)OCCO2	-4	1	12	-12	7	-1	9	3
C=CCn1nc(-c2ccccc2)c2c(C)onc2c1=O	-3	0	-7	3	0	8	-7	-35

Other results:
canonical_smiles	HKDC1 inh	SENP1 FRET inh	Apaf-1 inh	SENP8 block-1	SENP8 block-2	SENP7 inh	PfG6PD inh	SENP6 inh
CCCCn1c(N)c(N(CC(C)C)C(=O)C2=COCCO2)c(=O)[nH]c1=O	-5	27	-1	-2	7	2	2	-8
COc1ccc(Cn2c(CCC(=O)N3CCN(c4ccccn4)CC3)nc3ncccc3c2=O)cc1	-10	-3	.	5	.	.	8	.
CNS(=O)(=O)c1ccc2nc(NC(=O)c3ccc(N4C(=O)CCC4=O)cc3)sc2c1	0	-1	-7	-278	5	6	64*	-2
CCN(CC)S(=O)(=O)c1ccc(C(=O)NCCc2cc3c(OC)ccc(OC)c3[nH]c2=O)cc1	28	3	5	-236	-6	-2	29	-3
CS(=O)(=O)N1CCN(c2c(Cl)cccc2[N+](=O)[O-])CC1	7	3	-8	5	-3	9	-14	1
CCOc1ccc(/C(O)=C2/C(=O)C(=O)N(CCOCCO)C2c2ccc(F)cc2)cc1 (stereo not drawn)	-3	1	5	-129	-1	4	-19	3
C=CCN(CC=C)C(=O)CCc1nnc(CCc2c[nH]c3ccccc23)o1	1	-1	-2	3	-5	0	-20	11
Cc1ccc(NS(=O)(=O)c2cccc(C(=O)N/N=C/c3c(C)nn(-c4ccccc4)c3N3CCCC3)c2)c(C)c1	1	0	16	-56	-2	2	10	18
COC(=O)c1cc(NC(=O)C2C3C=CC(C3)C2C(=O)O)cc(C(=O)OC)c1 (stereo not drawn)	-6	0	-12	-25	-8	0	-16	-9
O=C(Nc1ccsc1C(=O)NC1CCCCC1)c1ccc(F)cc1	2	0	14	15	3	7	-10	11
CCOC(=O)Nc1ccc2c(c1)Nc1ccccc1S2	-6	2	8	-43	5	9	35	9
O=C(CC1Sc2ccccc2NC1=O)OCc1cc(=O)oc2cc(O)ccc12 (stereo not drawn)	4	-35	7	-370	-4	8	-16	-5
CCN1CCN(c2ccc(NC(=O)COc3ccccc3Cl)cc2)CC1	-2	2	19	9	-1	8	15	7
CSc1ccccc1OCc1cc(C(=O)N2CCC(c3ccncc3)CC2)no1	.	-1	8	8	-1	-4	.	-17
O=C(/C=C\Nc1ccc(S(=O)(=O)Nc2ncccn2)cc1)c1cccc2ccccc12	-2	-78	-1	-181	-3	12	-4	0
CCCn1c(SCC(=O)NC2CCCC(C)C2C)n[nH]c1=O (stereo not drawn)	-3	2	-16	12	6	2	-16	1
Brc1ccccc1-n1nnc(-c2nccs2)n1	-3	2	22	16	55*	56*	-14	61*
Cc1nn(CC(=O)Nc2ccc(S(=O)(=O)N(C)C)cc2)c(C)c1[N+](=O)[O-]	-6	1	4	5	3	-4	-9	-8
CCc1ccc(NC(=O)C(=O)NCCN2CCN(C(=O)c3ccco3)CC2)cc1	-2	-10	11	13	-4	-10	8	-20
COc1ccc2nc(SCC(=O)NCc3ccc(OC)c(OC)c3)[nH]c2c1	-3	1	-3	0	-8	2	7	-4
N#Cc1c(-c2ccccc2)nc(SCc2cccc(C(F)(F)F)c2)[nH]c1=O	8	1	20	-16	8	1	-26	9
COc1ccc(-c2ncnc(C(F)(F)F)c2-c2csc(C)n2)c(O)c1	5	-3	-22	14	-3	-7	-8	9
CC(C)[C@@H](C(=O)NC1CCCC1)N1C(=O)N2CCc3c([nH]c4ccccc34)[C@@]2(C)C1=O	-1	-4	5	15	-3	8	10	-3
CC(C)c1ccc(NC2CCCN(C(=O)CCc3cnn(C)c3)C2)cc1 (stereo not drawn)	-1	1	6	8	-6	2	14	10
COc1cc(NC(=O)COC(=O)c2[nH]c(C)c(C(C)=O)c2C)cc(OC)c1	1	0	4	-1	-8	-6	10	-15
COC(=O)c1c(NC(=O)CN2CCCC(C)C2)c2c(C)cccc2n1C (stereo not drawn)	-6	3	-6	-250	3	-2	-9	-10
O=C(O)c1nnn(-c2cccc(C(F)(F)F)c2)c1-c1ccccc1	-2	-1	-21	15	0	3	0	-14
Cc1nc2sc(C(c3cccs3)N3CCC4(CC3)OCCO4)c(O)n2n1 (stereo not drawn)	2	0	-16	5	-10	11	-20	-13
Cc1cccc(NC(=O)[C@H](Cc2ccccc2)NC(=O)[C@@H]2Cc3ccccc3CN2)c1	0	1	5	-1	-6	0	-3	-12
Cc1ccc(S(=O)(=O)N(C)CCCC(=O)Nc2ccc(C)cc2C)cc1	-12	1	11	16	-11	-3	4	-17
COc1cc2ccccc2cc1C(=O)N/N=C/c1ccc2c(c1)OCO2	2	4	15	-385	-1	-5	4	27
O=C(N/N=C/c1ccc(O)cc1O)c1ccncc1	-36	-20	-7	-21	-6	-3	-41	6

Compound activity deposited in PubChem by Sanford-Burnham Center for Chemical Genomics.

Compounds were not picked by outcome, and some 3.6% of all compounds hit somewhere here.
